# KCNQ2 block – KCNQ2 channel blockers in CHO-K1 cells – cell-based, FluxOR thallium flux, B-score, primary screen (AID 2156); 310,000 compounds, 1.1% hits; B-score at 10 µM; 20 min; stronger effect = lower value;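 active means fluorescence ratio B-score at most minus 3 library SDs, with starting brightness B-score within 2 library SDs, cut at about -5.5 in these data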
# STK33 inh – inhibitors of human STK33 kinase; Q9BYT3; purified STK33, MBP phosphorylation, ADP-Glo luminescence; inhibition, % at 10 µM; 320,000 compounds, 0.073% hits;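 active means inhibition at or above 25%, using the most active replicate where run in duplicate; inactive means inhibition below 25%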
# Target sequence (Q9BYT3 whole entry, looked up): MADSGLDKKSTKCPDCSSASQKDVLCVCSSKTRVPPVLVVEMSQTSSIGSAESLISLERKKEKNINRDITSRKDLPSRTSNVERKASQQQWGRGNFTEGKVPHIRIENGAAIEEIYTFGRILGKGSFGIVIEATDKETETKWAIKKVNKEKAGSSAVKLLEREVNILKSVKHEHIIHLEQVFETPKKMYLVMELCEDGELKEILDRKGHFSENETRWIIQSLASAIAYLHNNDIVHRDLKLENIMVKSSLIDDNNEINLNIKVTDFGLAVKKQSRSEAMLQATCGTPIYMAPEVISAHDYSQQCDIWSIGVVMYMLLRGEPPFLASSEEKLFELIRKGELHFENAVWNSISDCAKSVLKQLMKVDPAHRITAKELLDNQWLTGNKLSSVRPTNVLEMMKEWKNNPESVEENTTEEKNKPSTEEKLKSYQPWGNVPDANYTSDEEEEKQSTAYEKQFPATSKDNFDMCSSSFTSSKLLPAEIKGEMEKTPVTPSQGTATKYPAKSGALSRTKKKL
# Kir21 inh – blocks the mouse Kir2.1 inward-rectifier potassium channel. B-score at 10 µM. 310,000 compounds, 0.85% hits. HEK293-Kir2.1, FluxOR thallium flux fluorescence; stronger effect = lower value;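 active means fluorescence ratio B-score at or below minus 3 SD of library scores, with starting-brightness B-score within 2 SD, cut at about -4.2 in these data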;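 further: channel flux triggered by added potassium and thallium sulfate stimulus; B-score of peak minus minimum fluorescence over baseline after thallium stimulus; more negative B-score means stronger Kir2.1 block with less thallium influx; some compounds called inactive have numbers as strong as hits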
# Target sequence (P35561 whole entry, looked up): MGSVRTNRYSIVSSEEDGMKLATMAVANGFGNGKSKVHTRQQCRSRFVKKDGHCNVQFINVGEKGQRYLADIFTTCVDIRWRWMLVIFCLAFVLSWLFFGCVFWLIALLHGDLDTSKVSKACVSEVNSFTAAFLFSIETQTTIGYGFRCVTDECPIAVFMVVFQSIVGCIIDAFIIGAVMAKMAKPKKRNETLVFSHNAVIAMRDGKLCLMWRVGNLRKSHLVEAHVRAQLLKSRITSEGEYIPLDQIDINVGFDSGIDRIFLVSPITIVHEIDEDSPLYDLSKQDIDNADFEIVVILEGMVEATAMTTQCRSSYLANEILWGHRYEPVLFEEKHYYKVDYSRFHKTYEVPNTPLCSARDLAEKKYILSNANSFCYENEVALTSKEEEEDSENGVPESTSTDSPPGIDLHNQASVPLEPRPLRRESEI
# * = called active by the depositor; i = inactive; . = no result given.
# Start of the listing, in advance (2 entries):
SMILES,KCNQ2 block,STK33 inh,Kir21 inh
Cc1cc(C)c(O)c(-c2cc(C(=O)NCCc3ccc(S(N)(=O)=O)cc3)[nH]n2)c1,i,-1.9,1.4
COC(=O)c1sccc1NC(=S)Nc1cccc(F)c1,i,-0.5,0.61

# The whole of this part, from the start:
SMILES,KCNQ2 block,STK33 inh,Kir21 inh
Cc1cc(C)c(O)c(-c2cc(C(=O)NCCc3ccc(S(N)(=O)=O)cc3)[nH]n2)c1,i,-1.9,1.4
COC(=O)c1sccc1NC(=S)Nc1cccc(F)c1,i,-0.5,0.61
CCn1c(-c2ccoc2C)n[nH]c1=S,i,0.1,-2.3
Cc1ccc(N=Nc2c(C)[nH]n(C(N)=S)c2=O)cc1,i,-4.5,1.4
CC(C)NC(=O)c1ccccc1N(Cc1ccccc1)S(C)(=O)=O,i,-0.6,2
COCCCNC(=O)c1cn(CCOC)c(=O)c2c1c1ccccc1n2C,i,-0.2,-0.87
CCCOc1ccc(C(=O)NNC(=S)NC(C)=O)cc1,i,-0.8,-0.13
CC(C1CC1)N(Cc1ccccc1)C(=O)NC(=O)c1ccccc1 (stereo not given),i,0.1,-0.16
COC(=O)CN1C2=NCCCN2c2ccccc21,i,-0.8,-1.1
COc1ccc(N2CCN(S(=O)(=O)c3cnc[nH]3)CC2)cc1,i,-1.8,1.3

# 4 records drawn at random from the list so far, as already listed:
SMILES,KCNQ2 block,STK33 inh,Kir21 inh
Cc1ccc(N=Nc2c(C)[nH]n(C(N)=S)c2=O)cc1,i,-4.5,1.4
COCCCNC(=O)c1cn(CCOC)c(=O)c2c1c1ccccc1n2C,i,-0.2,-0.87
COC(=O)CN1C2=NCCCN2c2ccccc21,i,-0.8,-1.1
CC(C1CC1)N(Cc1ccccc1)C(=O)NC(=O)c1ccccc1 (stereo not given),i,0.1,-0.16

# (continued)
SMILES,KCNQ2 block,STK33 inh,Kir21 inh
CCN(CC)C1CCN(C(=O)c2ccc(OC3CCN(Cc4ccccn4)CC3)cc2)C1 (stereo not given),i,0.0,0.01
COc1cc(C(=O)NCc2ccco2)cc(OC)c1OC,i,-0.5,-0.87
Cc1cccc(C)c1NC(=O)CNC(=O)CCCc1c[nH]c2ccccc12,i,0.1,-1.2
COc1ccc(C2OC(=O)CC2C(=O)NC2CCCCCC2)cc1OC (stereo not given),i,-0.8,1.2
CN(C(=O)CSc1n[nH]c(-c2cccs2)n1)C1CCS(=O)(=O)C1 (stereo not given),i,-0.8,1.4
O=C(C[N+]1(CC#Cc2ccccc2)CCCCC1)c1ccc(Cl)cc1,i,0.2,-2.4
CC1(C)CC(N=Cc2c(O)n(Cc3ccc4c(c3)OCO4)c(=O)c3ccccc23)CC(C)(C)N1,i,-1.0,0.51
COC(=O)c1ccccc1NC(=O)Cn1cnc2cc(C)c(C)cc21,i,-1.4,-2.2
COc1ccc(NC(=O)c2cc3c(CO)cnc(C)c3oc2=Nc2cccc(F)c2)c(OC)c1,i,-1.1,0.03
C=CCn1c(SCC(=O)NC23CC4CC(CC(C4)C2)C3)nc(O)cc1=O,i,-0.9,1.2
CC(Sc1nnc(N)s1)C(=O)Nc1ccc(N2CCOCC2)cc1 (stereo not given),i,-1.3,0
CCCCNC(=O)N(O)C1N(/N=C/c2cccnc2)C(=S)SC1(C)C (stereo not given),i,-1.0,0.11
Cc1ccc(C2=[N+]([O-])C(C)N(O)C2(C)C)o1 (stereo not given),i,0.3,0.25
Nc1ccnn1Cc1ccncc1,i,3.9,-0.49
CCCCCN(C(=O)CCC(=O)OCC(=O)NCc1cccc(OC)c1)c1c(N)n(CCCC)c(=O)[nH]c1=O,i,-1.0,-0.47
CC(=O)N1c2ccc(S(=O)(=O)N3CCC(C(=O)NC(C)c4ccccc4)CC3)cc2CC1C (stereo not given),i,-1.1,-0.53
CCN1CCC(NC(=O)Nc2ccc(F)cc2F)CC1,i,-0.7,0.41
CC1CCCC(NC(=O)c2ccc(CNc3c(N4CCCC4)c(=O)c3=O)cc2)C1C (stereo not given),i,-1.3,1.9
Cc1cc(NC(=O)CCC(=O)N(CC(=O)NCC2CCCO2)c2cccc(F)c2)no1 (stereo not given),i,-2.4,-1
COc1cccc(-c2c(NC(=O)c3ccco3)oc3ccccc3c2=O)c1,i,0.3,0.01
Cc1ccccc1NC(=S)NC(NC(=O)c1ccccc1C)C(Cl)(Cl)Cl (stereo not given),i,2.5,2.2
CC(C)C12CCC(C(=O)O)C(C1)C(=O)O2 (stereo not given),i,0.3,-1.1
C=CCn1c(SCC(=O)N2N=C(c3ccco3)CC2c2ccco2)nnc1-c1ccncc1 (stereo not given),i,.,0.38
O=C(Nc1ccc(S(=O)(=O)N2CCOCC2)cc1)c1ccc(Cl)cc1,i,0.8,-1.7
Cc1ccc2c(CC(=O)OC3CCOC3=O)coc2c1 (stereo not given),i,-0.5,0.33
CCOc1ccc(S(=O)(=O)N2CCN(C(=O)c3cc(-c4ccccc4)nn3-c3ccccc3)CC2)cc1,i,-1.6,-0.02
O=C(CN1CCN(S(=O)(=O)c2ccc(Cl)cc2)CC1)c1ccc(O)c(O)c1,i,0.6,-1.6
Cc1ccc(CSCCNC(=O)c2ccccc2)cc1,i,-1.1,-0.23
CC(=O)c1ccc(NC(=O)CSc2nccn2C)cc1,i,-0.4,3.8
CC1CC(C)CN(CCCNC(=O)C2CCN(S(=O)(=O)N3CCCCC3)CC2)C1 (stereo not given),i,0.3,-0.12
CC1=NN(c2ccc(C(=O)O)cc2)C(=O)/C1=C/c1ccc(-c2ccccc2F)o1,i,-6.8,1.2
Cc1ccc(C(=O)/C=C/c2ccc(Br)cc2)o1,i,-0.1,-0.61
CCCN1CCc2c(sc(NC(=O)CCS(=O)(=O)c3ccccc3)c2C(=O)OC)C1,i,0.5,-0.28
COC(=O)c1ccsc1NC(=O)CN1CCN(c2ncccn2)CC1,i,-1.8,1.7
O=C(O/N=C1\CCCCC1c1ccc([N+](=O)[O-])cc1[N+](=O)[O-])c1c(F)cccc1F (stereo not given),i,-0.6,0.99
COc1ccccc1Nc1nc(NCc2ccco2)c2ccccc2n1,i,-1.9,1
O=C(NCc1ccco1)c1csc2c1CCCCC2,i,-1.4,1.4
Cc1[nH]c(C)c(S(=O)(=O)Nc2cccc(Cl)c2C)c1C(=O)N1CCCC1,i,0.4,0.08
O=C(CN1CCN(c2ccc(Cl)cc2)CC1)Nc1ccc(F)cc1,i,-0.4,1.6
O=C(Cc1ccccc1)NCC(=O)Nc1cc(Cl)ccc1Cl,i,.,-0.05
CCc1c(C)nc(SCC(=O)N2CCN(c3ccccc3OC)CC2)[nH]c1=O,i,-0.8,1.9
CCc1cccc(C)c1N(C(=O)Cn1c(=O)[nH]c2ccccc21)C(C)COC (stereo not given),i,-1.6,1.3
CCCCN(CC)CCCNC(=O)Cn1nc(Cc2cccnc2)c2ccccc2c1=O,i,-0.5,0.18
O=C(CN1CCN(CCOCCO)CC1)N1c2ccccc2Sc2ccc(Cl)cc21,i,0.4,1.3
COc1ccc(Cl)cc1C(=O)O/N=C(\N)c1ccc(Cl)cc1,i,-1.0,0.35
COc1ccc(OCC(=O)Nc2ccc(N3CCN(C(=O)c4ccccc4C)CC3)cc2)cc1,i,1.3,0.45
CCOC(=O)c1ccc(NC(=S)NC2CC(C)(C)NC(C)(C)C2)cc1,i,-2.0,-0.26
COC(=O)c1ccc(COc2ccc3ccc(=O)oc3c2)o1,i,-0.2,0.88
CCOc1ccc(N2CC(C(=O)NCCN3C(=O)S/C(=C\c4ccc(OC)cc4)C3=O)CC2=O)cc1 (stereo not given),i,-0.8,-0.5
O=C1C2CCCN2C(c2ccccc2)N1c1cccc(Cl)c1 (stereo not given),i,0.8,-1.3
# Additional results.
SMILES,KCNQ2 block,STK33 inh,Kir21 inh
COc1ccccc1Nc1nc(-c2c(C)nc3ncccn23)cs1,i,.,0.18
Cc1ccc2c(c1)N(C(=O)CCC(=O)NC1CCN(Cc3ccccc3)CC1)CC(C)O2 (stereo not given),i,-0.3,1
Cn1c(=O)c2c(ncn2CC(=O)N/N=C/C=C/c2ccco2)n(C)c1=O,i,0.6,1.5
CCOc1ccc(C(=O)NC(=S)Nc2ccc(NC(=O)CC)cc2)cc1[N+](=O)[O-],i,-0.8,0.41
CC(C)(C)NC(=O)C(c1ccc(F)cc1)N(CC1CCCO1)C(=O)CCC(=O)Nc1ccccn1 (stereo not given),i,-1.6,-0.57
CCOc1ccc(CN(C)C(=O)c2cccnc2OCC)cc1OC,i,-0.7,-3.7
CC1CC(C)CN(CC(C)(C)NS(=O)(=O)c2ccccc2)C1 (stereo not given),i,0.6,-0.5
O=C(c1cc(S(=O)(=O)N2CCCCC2)ccc1N1CCOCC1)N1CCN(Cc2ccccc2)CC1,i,-0.3,-1.8
COc1cccc(C(c2ccccc2)N2C3CCC2CN(S(=O)(=O)c2ccc(F)cc2)CC3)c1 (stereo not given),i,-1.2,0.72
Cn1cccc1/C=C1\SC(=Nc2ccccc2)NC1=O,i,-0.3,0.63

# Single records (already shown).
# `Cc1ccc2c(c1)N(C(=O)CCC(=O)NC1CCN(Cc3ccccc3)CC1)CC(C)O2` (stereo not given) across the screens: KCNQ2 block = i; STK33 inh = -0.3; Kir21 inh = 1
# `CC(C)(C)NC(=O)C(c1ccc(F)cc1)N(CC1CCCO1)C(=O)CCC(=O)Nc1ccccn1` (stereo not given) across the screens: KCNQ2 block = i; STK33 inh = -1.6; Kir21 inh = -0.57

# Other results follow:
SMILES,KCNQ2 block,STK33 inh,Kir21 inh
O=C(Nc1cccs1)Nc1c(F)cc(F)cc1Br,i,-0.2,1.4
C=C(C)CNC(=O)c1ccc(OC2CCN(S(=O)(=O)N(C)C)CC2)cc1,i,-2.1,-0.55
CCN1C(=O)c2ccccc2Sc2ccc(C(=O)NCCN3CCOCC3)cc21,i,0.3,-2.6
COC(=O)c1ccn(Cc2ccccc2Cl)n1,i,.,2.3
Cc1ccc(NC(=O)COC(=O)CSC(=S)N2CCOCC2)cc1C,i,-0.2,-0.29
CCc1c(C)nc(N)n2c(SCC(=O)N3CCCC(C)C3)nnc12 (stereo not given),i,0.3,0.83
CCOC(=O)Cn1c(=O)c(-c2ccccc2NCc2ccccc2)nc2ccccc21,i,0.1,0.36
COC(=O)c1[nH]c(C)c(/C(O)=C2\C(=O)C(=O)N(CCN(C)C)C2c2cccs2)c1C (stereo not given),i,-0.6,-1.3
CCOC(=O)Cn1c(=O)cc(C)c2cccc(C)c21,i,0.7,-1.3
Cc1noc(C)c1S(=O)(=O)Nc1ccc(C(=O)O)cc1,i,-4.0,0.59
CCOC(=O)CNC(=O)CSc1nc(Cc2cccs2)nc2ccccc12,i,-0.2,-2.8
Cc1ccc(Nc2cc(C)nn2-c2nc(C)cc(=O)[nH]2)cc1,i,-0.7,0
COc1cc(/C=N/NC(=O)C(N)=O)cc(OC)c1O,i,-0.2,-1.4
O=C(CSc1ccc2ccccc2n1)NCCC1=CCCCC1,i,-0.2,-0.66
O=C(CSc1nnc(-c2ccco2)n1-c1ccccc1)N1CCN(C(=O)c2ccco2)CC1,i,-2.2,1.1
CCn1ccc(C(=O)Oc2ccc(C(C)C)cc2)n1,i,0.3,-3.3
Cc1nn(-c2ccccc2)c(Cl)c1/C=N\NC(=O)c1cncc(Br)c1,i,1.3,-0.11
N#CCCN(Cc1cccnc1)C(=O)c1ccc(S(=O)(=O)N2CCOCC2)cc1,i,-0.3,0.17
O=C(CCN1C(=O)COc2ccccc21)NCCN1CCN(c2cccc(Cl)c2)CC1,i,-0.1,0.97
O=C(NCCc1ccc(Cl)cc1)c1ccc(OCC2CCCO2)cc1 (stereo not given),i,-0.6,-0.55
COc1cccc(C(=O)Nc2ccc3[nH]ncc3c2)c1OC,i,3.7,2.1
Nc1cc(N)cc(C(=O)Nc2ccc3c(c2)C(=O)NC3=O)c1,i,-2.4,1.2
O=C(NCc1cccc(Cl)c1)c1ccc2ccccc2n1,i,1.8,-0.27
O=c1c2cc(N3CCOCC3)ccc2[nH]c(=S)n1Cc1ccco1,i,3.9,-0.41
O=C(CNC(=O)c1ccc(Cl)cc1)OCC(=O)c1ccccc1,i,0.2,-0.03
CCCc1cc(C(=O)N2CCN(C(c3ccccc3)c3ccccc3)CC2)no1,i,-0.6,-0.68
CC(CC(=O)N1CCN(S(=O)(=O)c2ccc(Cl)cc2)CC1)n1cncn1 (stereo not given),i,-0.6,1.4
CC(C)C(=O)Nc1ccc(Oc2ccc3c(c2)C(=O)NC3=O)cc1,i,-1.3,-1.3
Nc1ccc(Cl)c(-c2nc3ncccc3o2)c1,i,2.4,1.9
CC(=O)c1ccc(NS(=O)(=O)c2cc(-c3cnc(C4CC4)o3)ccc2C)cc1,i,.,0.02
Cc1ccc(S(=O)(=O)n2cnc(C)c2)cc1,i,0.1,-0.09
O=C(c1cccc(NS(=O)(=O)c2cccc(F)c2)c1)N1CCCC1,i,.,0.34
Cc1ccc(NC(=S)Nc2cc(C(=O)O)ccc2N2CC3CC(C2)c2cccc(=O)n2C3)cc1C (stereo not given),i,-0.9,0.57
Cc1cn(Cc2ccccc2)c(=O)[nH]c1=O,i,-2.1,0.01
COC(=O)Cc1ccc(NC(=S)NCc2ccc(F)cc2)cc1,i,.,0.59
Cc1cc(-c2csc(NC(=O)c3ccc(=O)n(C)n3)n2)c(C)n1CC1CCCO1 (stereo not given),i,.,0.37
O=c1[nH]c(Cc2cccs2)nc2scc(-c3ccc(Cl)cc3)c12,i,-0.1,0.4
Cc1ccc(NC(=O)CSc2n[nH]c(-c3ccco3)n2)c(C)c1,i,0.0,0.52
CCOc1ccc(NC(=O)Nc2ccc(NC(C)=O)cc2)cc1,i,.,1.4
CNc1ncc(C(=O)c2ccc(Br)cc2)s1,i,.,-0.36

# Screening results from PubChem BioAssay.
